Compound activity from PubChem BioAssay.
Rab7 wt modul: modulators of GTP binding to dog Rab7 wildtype GTPase; AID 758; GTP binding activity (percent of control), % at 10 µM; GST-Rab7 beads, fluorescent GTP binding, flow cytometry; actives lie on both sides; untreated = 100%, excess cold GTP = 0%; actives 0.055% (n = 190,000);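 active means fluorescent GTP binding to Rab7 beads changed by at least 20 points from the 100% baseline, either direction, mostly lower; inconclusive means compound itself probably fluorescent, or too few beads counted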;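 further: median green fluorescence of bound Bodipy-FL-GTP per Rab7 bead population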
Cdc42 wt GTP: changes GTP binding to wildtype human Cdc42. P60953. GST-Cdc42 beads, Bodipy-GTP binding, flow cytometry; actives lie on both sides. percent activity (GTP binding), % at 10 µM. actives 0.2% (n = 190,000). AID 761;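 active means percent activity GTP binding at least 20 points away from the 100% baseline, either down as inhibitor or up as activator; inconclusive means compound flagged as likely green fluorescent from well-wide comparison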;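 further: median bead fluorescence of bound Bodipy-FL-GTP at 100 nM; 0% = excess unlabeled GTP control and 100% = no compound control; below 100% means less GTP binding so inhibitor and above means activator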
Target sequence (P60953 whole entry, looked up): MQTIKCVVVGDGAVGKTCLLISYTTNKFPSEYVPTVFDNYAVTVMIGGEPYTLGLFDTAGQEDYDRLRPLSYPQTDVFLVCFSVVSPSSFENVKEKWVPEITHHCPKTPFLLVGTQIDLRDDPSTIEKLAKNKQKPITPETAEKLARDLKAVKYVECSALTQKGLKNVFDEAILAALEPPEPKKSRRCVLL
Rac1 mut GTP: alters GTP binding to activated mutant human Rac1; P63000; GST-Rac1 activated beads, fluorescent GTP binding, flow cytometry; actives lie on both sides; 100% means binding = to untreated wells; percent activity (GTP binding), % at 10 µM; actives 0.11% (n = 190,000); AID 764;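 active means GTP binding at least 20 percentage points away from the 100% baseline, in either direction, so actives lie on both sides; inconclusive means Compound likely fluorescent itself, or too few beads counted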
HRas wt GTP bind: changes GTP binding to wildtype human HRas. P01112. GST-Ras wt beads, Bodipy-FL-GTP binding, flow cytometry; actives lie on both sides. GTP binding activity, % at 10 µM. actives 0.14% (n = 190,000). AID 759;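 active means GTP binding activity at least 20% away from the 100% baseline, either lowered as inhibitor or raised as activator; inconclusive means flagged as likely green fluorescent, judged across all proteins in the well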;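 further: 0% = unlabeled GTP competition control and 100% = no-compound control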
Target sequence (P01112 whole entry, looked up): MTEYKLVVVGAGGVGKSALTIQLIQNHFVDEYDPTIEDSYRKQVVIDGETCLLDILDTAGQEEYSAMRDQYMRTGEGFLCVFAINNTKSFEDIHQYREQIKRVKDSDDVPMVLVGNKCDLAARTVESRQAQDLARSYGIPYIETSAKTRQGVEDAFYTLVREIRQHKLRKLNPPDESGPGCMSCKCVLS
Mcl1 Noxa PPI: Mcl-1/Noxa interaction inhibition | Q07820 | TR-FRET Mcl-1/Noxa peptide binding, 2 h | inhibition, % at 21.7 µM | actives 1.5% (n = 220,000);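 active means compounds that cut the protein-peptide binding signal by more than 50% relative to plate controls in a single-dose test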;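 further: His-tagged Mcl-1 with rhodamine Noxa BH3 peptide and terbium anti-His antibody; 0% = Mcl-1 plus Noxa peptide wells and 100% = peptide-only wells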
Target sequence (Q07820 whole entry, looked up): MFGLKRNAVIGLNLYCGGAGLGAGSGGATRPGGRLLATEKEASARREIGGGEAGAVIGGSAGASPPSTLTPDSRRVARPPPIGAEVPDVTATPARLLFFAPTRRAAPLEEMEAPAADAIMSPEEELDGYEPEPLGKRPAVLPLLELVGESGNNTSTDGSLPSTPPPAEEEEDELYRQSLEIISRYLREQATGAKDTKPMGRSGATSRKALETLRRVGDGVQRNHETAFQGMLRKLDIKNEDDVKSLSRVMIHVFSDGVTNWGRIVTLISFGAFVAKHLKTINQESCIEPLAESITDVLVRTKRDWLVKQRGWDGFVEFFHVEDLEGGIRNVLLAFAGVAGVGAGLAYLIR
Rab2 wt GTP: changes GTP binding to wildtype dog Rab2A, up or down | actives 0.19% (n = 190,000) | P61105 | GTP binding activity, % at 10 µM | GST-Rab2 wt beads, Bodipy-GTP binding, flow cytometry;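 active means GTP binding activity at least 20 points away from 100%, either lowered or raised; inconclusive means signal likely due to the compound's own green fluorescence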;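 further: 0% = beads with excess unlabeled GTP and 100% = no-compound control corrected for plate trend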
Mcl1-Bid inh: Mcl-1/Bid interaction inhibition. inhibition, % at 21.7 µM. actives 0.97% (n = 220,000). Q07820. TR-FRET Mcl-1/Bid-Dy647 peptide binding, 1536-well;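 active means compounds that cut the binding signal by more than half at the single screening dose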;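 further: His-tagged Mcl-1 with europium anti-His antibody binding Bid BH3 peptide; 0% = Mcl-1 plus peptide wells and 100% = peptide-only wells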
Mcl-1 Bim block: inhibitors of Bim-Mcl-1 interaction, human; Q07820; Bead-based flow cytometry, Bim peptide-Mcl-1 binding; inhibition, % at 10 µM; actives 0.1% (n = 190,000); in the data active means inhibition above about 40%;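 further: 0% = no compound tracer wells and 100% = peptide blocker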
Rac1 wt GTP bind: alters GTP binding to wildtype human Rac1 | P63000 | GST-Rac1 beads, fluorescent GTP binding, flow cytometry; actives lie on both sides; 0 = cold GTP competed, 100 = untreated | GTP binding activity (% of control), % at 10 µM | actives 0.27% (n = 190,000) | AID 757;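 active means GTP binding activity at least 20 points away from the 100% control level, either lower or higher; inconclusive means compound flagged as likely green fluorescent, judged across all proteins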
RGS8-Gao: modulates binding of RGS8 to human Galphao. P09471. response (percent of control binding), % at 10 µM. multiplexed bead flow cytometry; actives lie on both sides. actives 0.34% (n = 220,000); in the data active means response below about 60% or above about 140%; inactive means in between;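 further: Galphao activated as the GDP aluminium fluoride complex binding bead-coupled RGS8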
Target sequence (P09471 whole entry, looked up): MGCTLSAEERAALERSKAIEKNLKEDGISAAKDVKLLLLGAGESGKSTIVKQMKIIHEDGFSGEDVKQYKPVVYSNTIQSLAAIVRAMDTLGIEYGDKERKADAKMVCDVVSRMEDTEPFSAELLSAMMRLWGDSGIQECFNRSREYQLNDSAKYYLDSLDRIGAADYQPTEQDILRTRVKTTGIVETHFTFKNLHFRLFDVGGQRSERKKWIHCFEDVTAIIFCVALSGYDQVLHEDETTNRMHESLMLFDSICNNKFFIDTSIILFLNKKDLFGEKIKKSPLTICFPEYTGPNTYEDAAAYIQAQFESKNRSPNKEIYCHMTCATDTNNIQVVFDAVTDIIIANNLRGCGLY
Pf gametocyte: kills late stage P. falciparum gametocytes | P. falciparum stage V gametocytes, ATP luminescence, 24 h | inhibition, % at 10.9 µM | actives 0.065% (n = 150,000);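 active means inhibition above the mean plus 3 SD of compounds within the control limits, set per campaign, cut at about 38% in these data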;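 further: 0% = DMSO wells and 100% = medium only without gametocytes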
The depositor's hits bear a star; ? = inconclusive; . = no result given. Compounds as they come; about 2.9% have a hit in one of these screens.

SMILES	Rab7 wt modul	Cdc42 wt GTP	Rac1 mut GTP	HRas wt GTP bind	Mcl1 Noxa PPI	Rab2 wt GTP	Mcl1-Bid inh	Mcl-1 Bim block	Rac1 wt GTP bind	RGS8-Gao	Pf gametocyte
CCCC(=O)N(c1ccc(F)cc1)C1C=CS(=O)(=O)C1 (stereo unspecified)	93	96	93	95	-4	93	-19	-2	98	99	-24
Cc1ccccc1-c1nn(-c2ccc(F)cc2F)cc1CNCCCO	101	95	97	100	12	97	-32	0	101	103	-23
CCOc1ccc(Oc2ccc(S(=O)(=O)N3CCOCC3)cc2N)cc1	100	97	96	98	26	100	0	1	102	102	-23
CC(=O)Nc1ccc(NC(=O)C(Cc2ccccc2)NC(=O)C2CCCCC2)cc1 (stereo unspecified)	97	100	98	98	11	98	-6	0	102	102	19
Cc1noc(NS(=O)(=O)c2ccc(NC(=O)c3cnc4n(c3=O)CCS4)cc2)c1C	95	99	97	96	45	94	-15	-8	97	105	14
N=c1c2c(n(Cc3ccc(Br)cc3)c3c1CCC3)CCCC2	93	104	97	100	20	100	-9	0	105	79	.
O=C(c1ccco1)N1CCN(C(=O)c2ccc(Cn3cc(Br)cn3)o2)CC1	101	104	103	103	-5	101	-21	0	105	94	.
CC1(C)CC(=O)C/C(=N\NC(=O)C2CC23CCC3)C1 (stereo unspecified)	95	99	97	97	14	98	-28	1	98	96	-8
O=S(=O)(Nc1ccc(Cl)cc1)c1ccc(N2CCOCC2)c(NC(=S)NCCN2CCOCC2)c1	99	95	93	95	22	96	-15	-6	95	93	-5
O=C(Nc1ccc(Cl)cc1)C1CC=CCC1C(=O)OCC(F)(F)C(F)F (stereo unspecified)	100	104	101	102	4	101	-14	-2	105	97	.
O=C(NCc1ccc2c(c1)OCO2)C12CN(Cc3ccccc3)CC1C(c1cccc([N+](=O)[O-])c1)=NO2 (stereo unspecified)	93	96	93	95	11	94	14	3	93	94	-19
Cc1cc(C)nc(NC(=S)Nc2ccc(F)cc2F)c1	108	101	98	100	-2	101	1	0	101	106	19
CC1CCN(c2c(NCc3ccc(C(=O)N4CCN(C5CCCCC5)CC4)cc3)c(=O)c2=O)CC1	95	100	99	97	12	100	-10	0	102	107	.
Cc1ccc(NC(=O)CCCCCN2C(=O)c3ccccc3C2=O)nc1	102	102	97	98	7	96	-10	-6	100	99	.
O=C(CN1C(=O)c2ccccc2S1(=O)=O)c1ccccc1	101	97	97	99	14	98	-9	-1	102	86	-32
CCCn1c(/N=C/c2ccccc2O)nc2ccccc21	98	99	97	99	7	97	-20	-5	97	98	.
Cn1c(SCC(=O)N2CCCc3ccccc32)nc2ccccc2c1=O	97	103	100	100	5	101	1	-5	105	85	.
COc1cc(/C=N/n2cnnc2)ccc1Oc1nc(Cl)ncc1F	102	95	92	95	-1	96	-10	-1	95	111	-2
NCCCCCc1nnc(SCC(N)=O)o1	101	101	99	100	8	99	-22	0	104	98	-14
COc1ccc(CN(Cc2ccc(C(=O)O)cc2)C(=S)Nc2ccccc2C)cc1OC	96	105	105	106	19	104	-22	0	112	99	-15
COC(=O)c1cc2sc(Cl)cc2n1CC(=O)Nc1cccc(SC)c1	95	99	94	98	-7	95	96*	0	97	92	.
CCc1nnc(NC(=O)c2cc(C)nc3ccccc23)s1	95	93	95	95	12	95	-16	-1	98	100	0
CN(C)S(=O)(=O)c1cccc(NC(=S)N/N=C/C2CC=CCC2)c1 (stereo unspecified)	97	97	97	96	14	99	-26	-6	100	86	-25
O=c1[nH]c(CN2CCN(S(=O)(=O)c3ccccc3C(F)(F)F)CC2)nc2sc3c(c12)CCCC3	96	94	96	98	-18	97	-18	-5	98	107	-23
c1ccc(Nc2nc(-c3ccncc3)cs2)cc1	98	101	101	103	16	101	-15	0	105	99	.
Cc1cccc(-n2c3nc(=O)[nH]c(=O)c-3cc3c(C)nn(-c4ccccc4)c32)c1C	98	102	100	100	1	101	-16	24	104	77	-3
O=S(=O)(N=S(N1CCCCC1)N1CCCCC1)c1ccccc1	101	100	100	104	17	103	-17	0	105	93	0
C(=N/N1CCN(c2ccccc2)CC1)/c1cccs1	102	101	100	101	9	100	-4	2	104	102	.
CC(=O)NC(C)c1nc2ccccc2n1CC(=O)NC(C)CCc1ccccc1 (stereo unspecified)	95	99	99	97	12	99	-22	0	98	102	18
Fc1cccc(NC(=S)NCC(c2cccnc2)N2CCOCC2)c1 (stereo unspecified)	99	102	98	100	13	101	-28	-1	104	99	-4
CCN1CC(CNCc2cn(-c3ccc(OC)cc3)nc2-c2ccccc2Cl)CC1=O (stereo unspecified)	98	98	96	97	3	94	-26	0	100	57*	-52
CC(=O)c1ccc(N2CCN(C(=O)c3ccc4ccccc4n3)CC2)cc1	103	96	97	100	6	96	-26	0	101	95	4
CN(C)c1nc(SCc2ccc(Cl)cc2)nc2c1CCCC2	104	101	98	101	5	101	4	1	100	98	.
CN1/C(=C\C(=O)c2cccc(S(=O)(=O)N3CCCCC3)c2)C(C)(C)c2ccccc21	97	101	102	103	-17	100	-44	-5	106	101	7
CCc1ccc(N(CC)c2ncnc3nc[nH]c23)cc1	102	105	102	103	-22	103	-3	-4	108	99	.
Cc1ccc(OCc2nnc(SCC(=O)Nc3sc(C)c(C)c3C#N)n2C)cc1	102	102	100	102	-13	101	6	-1	104	104	-38
Cc1nc2ccccc2c(-c2ccccc2)c1C(=O)c1ccccc1	96	96	97	97	11	96	-20	1	95	112	0
COc1ccc(NC(=O)CCC(=O)N/N=C/c2ccc([N+](=O)[O-])s2)cc1	97	100	95	95	-46	94	-68	-8	102	102	.
COc1cc(C2C(C#N)=C(C)NC3=C2C(=O)CC(C)(C)C3)ccc1O (stereo unspecified)	105	102	100	102	4	103	-23	1	105	95	.
COc1cccc(C(=O)Nc2nnc(C3CCCO3)s2)c1 (stereo unspecified)	102	103	100	103	16	100	-20	-2	104	100	.
CCOc1ccc(C(=O)NCC(c2cccs2)N(C)C)cc1 (stereo unspecified)	104	104	99	102	18	103	-4	-6	106	100	20
O=C(NNC1=Nc2cccc3cccc1c23)c1ccccc1Br	96	98	97	95	-3	95	7	-3	100	102	.
Cc1cc(-c2ccccc2)c2c3c(cn2n1)c(=O)n(C)c(=O)n3C	99	101	100	100	-1	102	-7	1	103	105	25
Cc1ccc(/C=N\NC(=O)c2cncc(Br)c2)o1	102	98	97	99	8	100	-70	0	102	106	7
Cc1ccccc1OCC(O)CN (stereo unspecified)	100	104	98	101	4	102	5	-2	107	100	18
S=c1nc[nH]c2c1sc1nc(N3CCOCC3)c3c(c12)CCCC3	104	84	88	96	5	91	-46	0	90	101	-6
CCCOC(=O)Cn1c(=O)c2cc3c(=O)n(CC(=O)OCCC)c(=O)c3cc2c1=O	101	102	97	100	-1	99	13	-1	105	104	.
CCOC(=O)C1CCCN(C(=O)c2cn(C)c3ccc(S(=O)(=O)N4CCCC4)cc3c2=O)C1 (stereo unspecified)	109	110	103	107	5	110	12	-2	109	98	-20
CC(=O)N1CCC2(CC1)NC(=O)N(c1ccccc1)N2	101	93	96	96	-8	98	-27	-1	97	112	-1
O=[N+]([O-])c1cc(/C=N/Nc2nc(N3CCOCC3)nc(N3CCOCC3)n2)ccc1Cl	101	102	102	101	19	102	4	-2	107	100	10

The list continues:
SMILES	Rab7 wt modul	Cdc42 wt GTP	Rac1 mut GTP	HRas wt GTP bind	Mcl1 Noxa PPI	Rab2 wt GTP	Mcl1-Bid inh	Mcl-1 Bim block	Rac1 wt GTP bind	RGS8-Gao	Pf gametocyte
Cc1ccc(S(=O)(=O)N2CCCCC2)cc1NC(=O)c1ccc2c(=O)n3c(nc2c1)CCCCC3	100	96	99	98	17	97	-6	-1	95	104	9
NS(=O)(=O)c1ccc(Nc2nc(-c3ccc(F)cc3)cs2)cc1	100	102	96	97	11	95	-29	-2	96	99	17
COc1ccc(C2c3ccc4ccccc4c3Oc3ncn(CCN4CCOCC4)c(=N)c32)cc1 (stereo unspecified)	102	104	103	102	-1	103	1	-4	101	102	-22
CCSCCC(NC1=CC(=O)CC(C)(C)C1)C(=O)O (stereo unspecified)	97	100	98	98	7	96	-40	1	98	103	.
CCCOC(=O)C1[C@H]2C(=O)N(C(C)c3ccc(OC)cc3)C[C@]23C=C[C@H]1O3 (stereo partly specified)	100	97	97	98	0	97	-12	-3	100	102	.
COc1ccc(C(C)=O)cc1CSc1nc2ccccc2c(=O)n1-c1ccccc1	94	102	96	97	-312	95	26	-4	104	103	-6
O=C1CC(CC(=O)N/N=C/c2ccccc2[N+](=O)[O-])=NN1	100	101	102	98	-8	101	-12	-1	103	103	8
Nc1nonc1N/N=C/c1c(O)ccc2ccccc12	105	96	96	99	51*	99	-21	1	96	103	-12
CCN(CC)c1nc(SCCOC(=O)Nc2ccccc2)nc(N(CC)CC)n1	97	100	98	100	3	97	10	-4	99	96	19
COCCn1c(SCC(=O)NC(=O)NCc2ccccc2)nc2ccccc21	105	101	96	102	8	99	56*	-1	101	94	.
Cc1ccn2cc(C(=O)Nc3ccccc3N3CCOCC3)nc2c1	101	100	98	100	8	100	-11	-2	105	103	-42
COc1cccc(-c2nn3c(-c4ccccn4)nnc3s2)c1	?	?	?	?	2	?	-27	7	?	112	3
COc1ccc([N+](=O)[O-])cc1N(CC(=O)N(C)C)S(C)(=O)=O	101	94	94	97	-2	98	11	2	99	99	0
CCN1C(=O)S/C(=C/c2c(OCc3ccc(C(=O)O)cc3)ccc3ccccc23)C1=O	103	97	98	100	14	99	-22	0	100	89	.
COc1ccccc1NC(=O)c1cc([N+](=O)[O-])ccc1NCCN1C(=O)CCC1=O	94	96	93	94	34	95	-5	0	95	82	-1
CCCCNC(=S)N(Cc1ccco1)Cc1cc2cc3c(cc2[nH]c1=O)OCCO3	?	?	?	?	-14	?	-26	0	?	97	7
Cc1nn(C)cc1[C@@H]1C[C@H]2CN(Cc3cccc(Cl)c3)C(=O)[C@]23CCCN13	97	101	97	99	1	99	-31	-3	101	101	-22
CCCCCCOC1(c2ccccc2)OC(=O)c2ccccc21 (stereo unspecified)	103	103	100	102	4	103	-2	-2	106	102	.
O=C(NCCNc1ccc([N+](=O)[O-])cc1C(F)(F)F)c1ccccc1	100	104	99	102	-2	100	-16	-1	106	101	-26

Two compounds drawn at random from those above, as already listed:
SMILES	Rab7 wt modul	Cdc42 wt GTP	Rac1 mut GTP	HRas wt GTP bind	Mcl1 Noxa PPI	Rab2 wt GTP	Mcl1-Bid inh	Mcl-1 Bim block	Rac1 wt GTP bind	RGS8-Gao	Pf gametocyte
CCSCCC(NC1=CC(=O)CC(C)(C)C1)C(=O)O (stereo unspecified)	97	100	98	98	7	96	-40	1	98	103	.
Cc1ccc(NC(=O)CCCCCN2C(=O)c3ccccc3C2=O)nc1	102	102	97	98	7	96	-10	-6	100	99	.
